AddAB inh: growth inhibition of E. coli expressing H. pylori AddAB, primary screen, AddAB inhibitor project, absorbance; 330,000 compounds, 0.29% hits; inhibition, % at 11.9 µM; in the data active = inhibition above about 12%;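 also: 0% = vehicle wells of infected cells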
DAGLB inhibitor: DAGLB lipase inhibitors, primary screen, biochemical, fluorescence, HTS; Diacylglycerol lipase-beta (Homo sapiens), Q8NCG7; HEK293T DAGLB membrane lysate, EnzChek fluorogenic substrate; inhibition, % at 5.17 µM; 340,000 compounds, 0.059% hits; in the data active = inhibition above about 34%;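 also: 0% = enzyme with vehicle and 100% = wells lacking enzyme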
Mot1-301 SUMO: yeast Mot1-301 growth rescue at high temperature, primary screen, SUMOylation pathway inhibitor project, S. cerevisiae, ATP luminescence, 38.5C; S. cerevisiae Mot1-301 growth rescue; percent above DMSO median, 100 means doubled; growth rescue, % at 18.8 µM; 320,000 compounds, 1% hits;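 active = every valid replicate shows activation above 250% relative to neutral control wells; inactive = the rest, any valid replicate at or below 250%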;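 also: OY570 slx delta 5 strain wells were the positive control but not used for scaling; some compounds called inactive have numbers as strong as hits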
PKA-R2B act: activators of PKA-R2B holoenzyme, primary screen, biochemical, fluorescence polarization, Cy5-IP20, human; PKA-R2B holoenzyme dissociation; R2B truncated from residue 108, S112A mutant; 0% DMSO only, 100% 113 µM cGMP; activation, % at 11.4 µM; 340,000 compounds, 0.079% hits;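 active = activation above a cutoff set at the mean over all compounds plus 3 SD, cut at about 18% in these data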;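 also: higher means more holoenzyme dissociation and a rise in polarization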
Target sequence (P31323 whole entry, looked up, other chains not shown, the tested form may be a part): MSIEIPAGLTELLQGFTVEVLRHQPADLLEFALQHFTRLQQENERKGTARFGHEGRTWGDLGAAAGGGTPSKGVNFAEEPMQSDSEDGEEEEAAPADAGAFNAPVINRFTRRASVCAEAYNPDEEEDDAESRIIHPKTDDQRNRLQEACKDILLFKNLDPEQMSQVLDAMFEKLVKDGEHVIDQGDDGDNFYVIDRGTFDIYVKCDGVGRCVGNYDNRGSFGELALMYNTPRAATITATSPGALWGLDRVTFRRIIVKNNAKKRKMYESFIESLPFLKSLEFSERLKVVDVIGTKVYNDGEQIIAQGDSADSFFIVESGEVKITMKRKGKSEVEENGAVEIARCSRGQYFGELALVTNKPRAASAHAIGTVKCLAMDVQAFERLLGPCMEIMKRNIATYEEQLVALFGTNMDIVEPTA
Ecoli viability: E. coli V3065 growth inhibition, primary screen, counter-screen for AddAB inhibitor project, absorbance, OD600 | 18 h | inhibition, % at 11.9 µM | 330,000 compounds, 0.27% hits | AID 449728, 2010;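 active = inhibition above the campaign's mean inhibition across all tested compounds plus 3 SD, cut at about 9.9% in these data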;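 also: uninfected addAB+ strain grown without phage in ampicillin broth; 0% = DMSO wells and 100% = ciprofloxacin 0.95 µg/ml wells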
HTR5A inv ctr: HTR5A inverse agonists in luminescence cell assay, primary screen, counter-screen for OPRM1-OPRD1 heterodimer inverse agonist project, full-deck HTS; HTR5A cell line, inverse agonism; inhibition, % at 9.3 µM; 340,000 compounds, 0.083% hits; in the data active = inhibition mostly above about 23%, no sharp cut-off; inactive = mostly below about 18%;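 also: 0% = cells with DMSO and 100% = no-cell wells with DMSO; some compounds called inactive have numbers as strong as hits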
HTR5A ag ctr: HTR5A agonists in luminescence cell assay, primary screen, counter-screen for OPRM1-OPRD1 heterodimer agonist project, full-deck HTS | 340,000 compounds, 0.61% hits | cell-based | 5-hydroxytryptamine receptor 5A (Homo sapiens), P47898 | activation, % at 9.3 µM; in the data active = activation mostly above about 9.5%, no sharp cut-off; inactive = mostly below about 7.6%;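 also: 0% = cells with vehicle only and 100% = reference agonist; strong numbers were not always called active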
CDK5 p35 inh: inhibitors of human CDK5/p35 kinase, primary screen, biochemical, single concentration; Cyclin-dependent kinase 5 (Homo sapiens) + Cyclin-dependent kinase 5 activator 1 (Homo …; Recombinant CDK5/p35, ADP-Glo luminescence, 60 min; inhibition, % at 10 µM; 330,000 compounds, 0.01% hits;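 active = highest replicate inhibition of at least 50% and at least 75% of replicates reaching 50%; inconclusive = only one of the two criteria met; inactive = both criteria failed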;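 also: plate controls were DMSO neutral control for no effect and GW8510 at 10 µM for full effect; many of its hits are not listed in these tables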
Target sequence (Q00535 whole entry, looked up): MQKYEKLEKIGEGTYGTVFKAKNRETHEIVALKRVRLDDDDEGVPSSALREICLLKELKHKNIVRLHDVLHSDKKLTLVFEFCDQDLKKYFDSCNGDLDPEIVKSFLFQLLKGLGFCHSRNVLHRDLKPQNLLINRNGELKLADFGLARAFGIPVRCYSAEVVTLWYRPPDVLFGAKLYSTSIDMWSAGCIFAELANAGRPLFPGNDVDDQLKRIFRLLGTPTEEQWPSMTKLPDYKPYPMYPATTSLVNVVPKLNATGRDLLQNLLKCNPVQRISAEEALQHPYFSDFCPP
Target sequence (Q15078 whole entry, looked up): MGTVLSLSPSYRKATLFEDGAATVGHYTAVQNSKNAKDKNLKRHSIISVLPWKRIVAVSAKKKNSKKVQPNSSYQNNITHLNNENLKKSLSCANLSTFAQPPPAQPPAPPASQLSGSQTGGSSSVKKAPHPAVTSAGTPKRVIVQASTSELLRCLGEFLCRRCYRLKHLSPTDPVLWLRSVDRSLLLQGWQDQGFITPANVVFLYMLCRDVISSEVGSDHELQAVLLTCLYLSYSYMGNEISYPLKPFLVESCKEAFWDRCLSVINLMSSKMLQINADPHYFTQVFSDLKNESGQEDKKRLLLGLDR
phage Ecoli inh: growth loss of phage-infected E. coli, primary screen, RecBCD inhibitor project, absorbance, with phage, HTS; AID 651602, 2012; 360,000 compounds, 0.26% hits; inhibition, % at 11.9 µM; in the data active = inhibition above about 11%
Tat transport: E. coli Tat export inhibitors, primary screen, MC4100, TorA-mCherry reporter, fluorescence, single point; 340,000 compounds, 0.036% hits; AID 488895, 2010; inhibition, % at 10 µM;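 active = mean replicate inhibition at least 50% and at least half of replicates individually reaching 50%; inconclusive = only one of the two criteria met; inactive = neither criterion met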;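 also: exported cargo escapes ClpAP degradation while cytoplasmic cargo is degraded and loses fluorescence; 0% = median of neutral control wells and 100% = median of NaSCN control wells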
PKA-R1A act: activators of PKA-R1A holoenzyme, primary screen, biochemical, fluorescence polarization, Cy5-IP20, bovine R1A, mouse PKAc; AID 504707, 2011; activation, % at 11.4 µM; PKA-R1A dissociation; scaled: DMSO 0%, 113 µM cGMP 100%; cAMP-dependent protein kinase type I-alpha regulatory subunit (Bos taurus) + …; 340,000 compounds, 0.083% hits;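 active = percent activation above the mean of all tested compounds plus 3 SD, cut at about 19% in these data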;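 also: higher means more PKAc released from R1A so a rise in polarization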
Active calls of the source: *; ? = inconclusive; · = no result given. Hits appear at their usual frequency; overall some 2.3% were active at least once.

SMILES,AddAB inh,DAGLB inhibitor,Mot1-301 SUMO,PKA-R2B act,Ecoli viability,HTR5A inv ctr,HTR5A ag ctr,CDK5 p35 inh,phage Ecoli inh,Tat transport,PKA-R1A act
Cn1nc(C(F)(F)F)c(/C=N/OC(=O)c2ccc(Cl)cc2)c1Cl,-0.7,-15,328,-2,0.9,-6,2,0.6,2.1,3,9
CC(C)CC(=O)NC(=S)Nc1ccccc1C(F)(F)F,1.2,-4,-5,-6,1.4,-14,2,1.2,3.3,-3,-3
Cc1cc(NC(=O)CCC(=O)N(Cc2cccs2)C(C(=O)NC2CCCC2)c2ccncc2)no1 (stereo unspecified),-1.0,-3,10,10,-2.1,-23,3,0.1,0.2,-7,-5
Cc1ccc(S(=O)(=O)NCc2ccccc2)s1,3.5,0,2,10,1.6,-17,5,-1.0,2.9,-5,-13
COc1cc(Cl)c(C)cc1N1C(=O)CN(Cc2ccccc2)C1=S,1.3,-12,-9,-13,-1.3,-1,0,0.7,-11,3,-1
CCOc1ccc(C2CC(c3cccc(OC)c3OC)n3nnnc3N2)cc1Cl (stereo unspecified),1.7,-1,118,0,-0.9,6,0,0.9,0.9,7,9
O=C(COC(=O)COc1ccc(Cl)cc1Br)NCc1cccs1,1.7,-9,-9,5,-0.7,-3,1,2.0,5.2,-3,2
O=C(C1CCCC1)N1CCN(S(=O)(=O)c2ccc(F)c(F)c2F)CC1,3.8,-4,4,-1,-1.4,-14,3,-0.9,1.7,2,1
CCOC(=O)C(C(=O)OCC)C(C#N)c1ccccc1 (stereo unspecified),-1.9,-4,-1,-4,-1.7,-7,-3,-0.8,2.2,0,0
Cc1oc(-c2ccccc2Cl)nc1CSCC(=O)N1CCCC1,0.5,0,8,4,-0.8,6,-2,-1.4,4.0,-4,2
O=C1N=C(N2CCc3ccccc3C2)S/C1=C\c1cccc(O)c1,1.7,3,-9,-3,-1.3,-13,1,2.0,1.7,0,0
O=C(NC1CCCCCCC1)C1c2ccccc2C(=O)N1Cc1ccco1 (stereo unspecified),1.6,-2,-5,7,3.2,-19,1,0.2,0.6,-5,-1
CC1CCN(C(=O)CCC(=O)N2CC(C)Oc3ccccc32)CC1 (stereo unspecified),99*,0,-7,-7,32*,-31,10,-1.1,2.5,-10,-9
Cc1ccc(C(=O)NCCCN2CCOCC2)cc1S(=O)(=O)N1CCCCC1,·,-1,·,-12,·,16,-6,1.8,1.6,1,8
COc1ccc(CN(C(=O)CSc2nnc(-c3ccc(OC)c(OC)c3)o2)c2ccc(F)cc2)cc1,-1.0,0,134,3,-1.6,12,-1,1.5,2.5,9,10
COc1ccc([C@H]2/C=C\CN(S(C)(=O)=O)[C@@H](C)C(=O)N2Cc2ccc(F)cc2)cc1,3.3,1,62,-5,-1.0,7,4,-0.4,-0.4,-1,0
COc1ccc(C2=NN(C(=O)CCC(=O)O)C(c3ccc(F)cc3)C2)cc1 (stereo unspecified),5.5,0,12,-4,4.3,12,-3,1.1,1.6,-5,-5
COc1ccc(-c2csc3ncnc(Oc4ccc5c(C)cc(=O)oc5c4)c23)cc1,1.9,-1,-10,-8,-3.7,-34,-1,-1.3,3.9,2,2
CC1(C(=O)N2CCN(C(=O)c3ccco3)CC2)CC1(Br)Br (stereo unspecified),0.3,2,1,1,-0.2,-5,0,1.7,2.2,5,-6
CC(=O)Nc1c(C(=O)Nc2ccc3c(c2)OCO3)oc2ccccc12,1.2,-2,147,-6,1.4,-11,3,·,1.4,3,-2
Cc1cc(C)cc(OCC(=O)NNC(=O)c2ccccn2)c1,-4.0,2,206,-2,-11,-15,4,-0.8,-2.8,2,-10
COc1ccccc1C(=O)Nc1ccc2c(c1)OCCO2,1.4,-3,-3,0,1.8,18,-7,0.1,0.6,-1,2
O=S(=O)(Nc1ccc(-c2nc3cccnc3s2)cc1)c1cc(F)ccc1F,1.5,0,370*,-9,2.6,-19,3,-0.1,2.1,-10,-5
Cc1ccc(C)c(S(=O)(=O)N2CCN(C(=O)c3ccc(OCc4c(C)noc4C)cc3)CC2)c1,-0.2,3,-5,-2,-0.3,-26,10,-1.3,1.9,10,-3
Cc1coc2c1c(C)cc1oc(=O)c(CC(=O)N[C@H](C(=O)O)C(C)C)c(C)c12,-0.3,1,-19,7,-0.8,5,-1,-0.5,0.5,-6,-9
CCN(CC)CCNC(=O)c1cn(CC)c2cc(N3CCN(C(=O)c4ccco4)CC3)c(F)cc2c1=O,68*,1,5,10,65*,-1,2,-0.3,7.6,13,1
Cc1cccc2cc(CN(Cc3ccc(F)cc3)Cc3nnnn3C3CCCC3)c(=O)[nH]c12,0.6,-1,0,0,1.5,-4,-2,1.6,1.7,-6,-15
O=C(/C=C/c1cccc([N+](=O)[O-])c1)NCCSCc1c(Cl)cccc1Cl,1.9,-3,18,4,1.9,25,-10,-0.8,2.9,6,3
COc1ccccc1NC(=O)CCC(=O)OCc1ccc(Br)cc1,-0.3,-4,1,-4,0.2,4,-5,-0.1,0.1,7,3
O=C(Nc1nnc(Cc2ccccc2)s1)c1cccs1,3.6,3,·,1,-2.0,4,-13,-0.3,3.5,-3,-4
COc1ccc(C2=NN(C(=O)CCC(=O)O)C(c3ccccc3F)C2)cc1 (stereo unspecified),-2.1,2,7,6,-2.2,7,2,0.1,0.0,18,-7
CN1CCc2c(c3ccccc3n2C)C1,2.6,-1,6,10,-0.5,-13,3,0.9,4.6,-2,-12
COc1ccc(Cl)cc1C(=O)Nc1ccc(CN2CCCCC2)cc1,0.6,0,52,4,0.4,-4,2,0.4,1.6,6,13
O=C(OCC(=O)N1CCOCC1)c1ccccc1Cc1ccccc1,1.2,2,272,-18,-0.9,-6,2,-1.1,0.2,16,-9
O=C(CNS(=O)(=O)c1ccccc1)N/N=C/c1ccc(O)cc1,-3.4,0,-12,2,-0.3,2,-1,0.3,3.6,-9,-11
COc1ccc(N(C)S(=O)(=O)c2ccc(Cl)c(C(=O)NCC(C)(C)N3CCOCC3)c2)cc1,1.9,2,10,-10,4.6,24,-10,-3.1,0.6,0,-2
COc1ccc(S(=O)(=O)N2CCc3ccccc32)cc1C(=O)Nc1ccc(NC(C)=O)cc1,-0.3,4,15,-1,-1.7,10,-3,0.0,-0.8,-11,-3
CC(C)c1ccc(/C=N/NC(=O)CC(=O)NCc2ccccc2)cc1,-1.7,-1,-6,-1,-0.3,12,2,1.8,-0.5,-19,-10
Clc1ccc(Cl)c2sc(N3CCOCC3)nc12,2.4,-14,12,-8,0.6,-21,0,-8.4,3.5,2,-5
CC(C)c1cccc(-c2ccc3c(c2)S(=O)(=O)c2cccc(C(=O)NCc4ccccc4Cl)c2C3=O)c1,4.6,0,10,6,0.8,24,-9,-0.7,·,-2,8
CCN(Cc1ccncc1)C(=O)c1ccc(Br)o1,2.7,-1,7,-1,-1.0,-1,2,0.0,0.4,7,-4
Cc1[nH]c2ccccc2c1Cc1nnc(SCC(N)=O)o1,4.8,4,83,-3,-0.3,15,-5,-0.3,2.1,?,-9
Cc1cccc(C)c1NC(=S)NC(=O)c1ccc(Br)o1,-1.2,-1,-20,-8,0.6,-8,3,-0.1,0.8,1,-6
Cc1ccc2cc([N+](=O)[O-])ccc2n1,3.1,·,-15,·,-0.8,·,·,-0.4,2.5,-9,·
CC(C)C1=NN(C(=O)c2cccnc2)C(O)(C(F)(F)F)C1 (stereo unspecified),1.8,-2,-5,-6,-0.6,-4,-3,0.4,·,-3,-13
CC1CC(=NNC(=O)C2COc3ccccc3O2)CC(C)(C)C1 (stereo unspecified),0.3,-1,10,3,2.6,19,-5,-0.5,2.9,0,-8
C=C1CCN([C@@H](CC(C)C)C(=O)NCc2cc(OC)c(OC)c(OC)c2)S(=O)(=O)c2ccccc21,-0.8,-5,-2,-6,-0.2,-26,3,-2.5,3.0,1,4
Cn1c(N)c(C(=O)Nc2cccc(Cl)c2)c(=O)n(C)c1=O,1.4,-1,289,-4,1.0,1,0,0.1,1.0,6,-5
O=C(/C=C/c1ccc([N+](=O)[O-])cc1)N1CCN(S(=O)(=O)c2cccs2)CC1,0.0,1,20,-6,0.4,2,1,-2.1,-1.1,-3,5
COc1ccc(-c2noc(CCCOc3ccccc3)n2)cc1OC,2.6,-10,-10,6,-0.2,-9,3,0.8,-0.1,18,5
COc1ccc2c(c1[N+](=O)[O-])CCC/C2=N/OC(=O)c1cccc2ccccc12,-1.5,-1,1,0,0.0,3,-1,0.5,-0.1,-7,-5
COc1ccc(/C=N/NC(=S)Nc2ccccc2)cc1COc1ccc(F)cc1F,0.7,-5,-5,10,-0.2,-11,7,2.2,3.5,8,-10
CCOC(=O)CSc1ncnc2c1cnn2-c1ccc(C)cc1,1.5,-24,0,-3,-2.0,-6,-4,2.1,2.3,2,2
N#C/C(=C/c1ccccc1)c1nn(CCO)c(N)c1C#N,0.2,0,-10,2,-0.8,24,2,0.8,1.7,10,-5
CCOC(=O)c1c(NC(=O)C(C)N2CCN(C(=O)c3ccco3)CC2)sc2c1CCCC2 (stereo unspecified),-1.5,-3,5,-4,-1.2,-9,2,-2.8,1.2,28,-4
CN(Cc1ccc(F)cc1)C(=O)c1cccc(S(=O)(=O)N2CCN(c3ccc(F)cc3)CC2)c1,-0.1,-2,-10,-3,-0.6,-16,1,-1.4,1.0,8,-6
COCC(C)N1CCC(Oc2ccc(C(=O)NCc3ccccn3)cc2)CC1 (stereo unspecified),3.4,-1,158,-1,-0.1,-4,0,1.1,2.4,-9,0
CCOC(=O)C1=C(C)Nc2nc(SCC)nn2C1c1ccc(OC)cc1 (stereo unspecified),-3.2,-2,-11,-5,0.0,-9,-1,-2.4,0.5,3,6

Screens from PubChem.
